All columns: NCI-60 one-dose screen, growth in % after 48 h at 10 µM unless noted; 100 = growth as untreated, 0 = no growth, -100 = all killed.
A498 = A498 renal cancer cells. hit rate 5.4% among 76,000
RXF 393 = RXF 393 renal cancer cells. hit rate 6.9% among 77,000
PC-3 = PC-3 prostate cancer cells; hit rate 3.9% among 80,000
SN12C = SN12C renal cancer cells | hit rate 3.8% among 81,000
786-0 = 786-0 renal cancer cells; hit rate 5.1% among 81,000
ACHN = ACHN renal cancer; hit rate 4.9% among 81,000
CAKI-1 = CAKI-1 renal cancer | AID 1794772 | hit rate 4.7% among 75,000
UO-31 = UO-31 renal cancer | hit rate 5.2% among 81,000 | AID 1794768
TK-10 = TK-10 renal cancer cells | hit rate 3.9% among 81,000 | AID 1794769
* hit, by the source's call; nt = no result given; & = joins results of further samples. The calls were made as follows: active = growth percent below 10; inactive = the rest.

Molecule,A498,RXF 393,PC-3,SN12C,786-0,ACHN,CAKI-1,UO-31,TK-10
COc1ccc(C2CC(c3ccc(-c4ccccc4)cc3)=NN2c2ccc(S(N)(=O)=O)cc2)cc1 (configuration not stated),98,73,20,53,92,75,45,50,65
CC(O)(c1ccccc1)C(C(c1ccccc1)N1CCOCC1)N1CCOCC1 (configuration not stated),87,108,90,97,nt,100,nt,79,112
C=CCn1c(SCC(=O)c2ccccc2)nnc1-c1cc(-c2ccc(S(C)(=O)=O)cc2)nc2ccccc12,nt,89,93,97,86,94,88,70,120
CCOC(=O)Nc1ccc(C(=O)OCCN(CC)CC)cc1,107,94,72,106,101,nt,nt,85,91
CCCN1[C@@H]2CC[C@H]1/C(=C\c1cc(OC)ccc1OC)C(=O)/C2=C/c1cc(OC)ccc1OC,85,75,58,87,91,82,54,53,119
CCOC(=O)C(Cc1ccccc1)N1C(=O)/C(=C/N2N=C(c3ccc(OC)cc3)CC2c2ccc3ccccc3c2)SC1=S (configuration not stated),-13*,nt,19,8.9*,14,23,25,16,25
COc1ccc(/C=C2\COc3ccc(O)c(O)c3C2=O)cc1OC,105,nt,12,-68*,-18*,-56*,11,-88*,5.4*
CC(C)(C)CC(C)(C)c1ccc(O)c(Cc2ccc(Cl)cc2Cl)c1,-94*,nt,-65*,nt,-93*,nt,-83*,-99*,-93*
CN1/C(=C\C=C\C2=[N+](C)c3ccccc3C2(C)C)C(C)(C)c2ccccc21,1.8*,-12*,2.7*,nt,2.9*,1.5*,23,8.2*,5.8*
COc1ccc(Cn2cc(C(=O)N=Nc3c(O)[nH]c4ccccc34)nn2)cc1,96,101,103,96,106,107,93,85,107
COc1cc(Cn2c(SCc3ccc(Cl)cc3)nc3ccccc3c2=S)cc(OC)c1OC,105,87,76,84,95,93,86,56,100
CCOC(=O)C1=C2C=Cc3c(ccc4ccccc34)N2C(C(C)=O)C1 (configuration not stated),141,72,75,98,49,53,77,52,84
Cc1cc(=O)oc2cc(OCCOc3ccc(/C=C/C(=O)Nc4ccccc4)cc3)ccc12,77,98,105,98,87,102,100,94,104
O=C1CCC(NNC(=O)c2ccc([N+](=O)[O-])cc2)N1 (configuration not stated),109,122,95,100,101,95,100,88,102
Cc1c(C(=O)NCCC(=O)NO)sc2ncnc(Nc3ccc(F)c(Cl)c3)c12,nt,102,104,103,105,102,97,85,107

Continued:
Molecule,A498,RXF 393,PC-3,SN12C,786-0,ACHN,CAKI-1,UO-31,TK-10
O=C1/C(=C2\SC(=S)N(Cc3ccccc3)C2=O)SC(=S)N1Cc1ccccc1,106,107,97,102,99,104,94,74,108
O=[N+]([O-])/C(=C/c1ccccc1)c1ccccc1,107,97,100,103,98,101,106,84,89
O=C(NO)C(=O)NCc1ccccc1,78,105,100,105,104,103,94,99,112
Cn1cc(-c2cc3ncnc(Nc4ccc(CC(=O)Nc5nc(C(C)(C)C)cs5)cc4)c3s2)cn1,-4.3*,26,41,24,34,19,7.5*,32,45
CCCCOC(=O)C(N)Cc1c[nH]c2ccccc12 (configuration not stated),85,98,76,94,109,102,96,58,101
CCOC(C)=N,120,114,99,105,100,104,108,107,107
CC(=O)N1N=C(c2ccc(Nc3nc(NCCO)nc(NCCO)n3)cc2)CC1c1ccc(F)cc1 (configuration not stated),107,106,81,103,106,103,nt,98,88
CCOC(=O)NCCc1ccccc1,110,115,101,99,112,110,86,76,112
O=C1CCCN1C1CCN(Cc2ccc(Cl)cc2)c2ccc(Cl)cc21 (configuration not stated),92,95,57,72,79,82,55,41,82
COc1ccc(/C=C\C(=O)c2ccccc2O)cc1,98,99,102,110,87,112,80,83,97
CC(C)C(=O)Cc1ccncc1,100,110,91,103,100,99,106,86,100
CCN(CC)CCC(C#N)(CCN(C)C)c1ccccc1 (configuration not stated),105,86,93,91,93,104,82,84,93
CCCCn1c(=O)c(/C=C/C(=O)/C=C(/C=C/c2cc3cc(OC)ccc3n(CCCC)c2=O)OB(F)F)cc2cc(OC)ccc21,105,108,90,102,97,97,94,84,103
Cc1cc(Cl)nc(N(CCCNc2ccnc3cc(Cl)ccc23)Cc2ccco2)n1,38,27,5.4*,27,19,28,nt,11,42
COc1cc(-c2nnc(/C=C/c3cn(-c4ccccc4)nc3-c3ccc(C)cc3)o2)cc(OC)c1OC,94,105,78,94,85,85,73,76,98

Brought forward from above: 4 entries; new compounds follow.
Molecule,A498,RXF 393,PC-3,SN12C,786-0,ACHN,CAKI-1,UO-31,TK-10
CCN(CC)CCC(C#N)(CCN(C)C)c1ccccc1 (configuration not stated),105,86,93,91,93,104,82,84,93
CCCCn1c(=O)c(/C=C/C(=O)/C=C(/C=C/c2cc3cc(OC)ccc3n(CCCC)c2=O)OB(F)F)cc2cc(OC)ccc21,105,108,90,102,97,97,94,84,103
Cc1cc(Cl)nc(N(CCCNc2ccnc3cc(Cl)ccc23)Cc2ccco2)n1,38,27,5.4*,27,19,28,nt,11,42
COc1cc(-c2nnc(/C=C/c3cn(-c4ccccc4)nc3-c3ccc(C)cc3)o2)cc(OC)c1OC,94,105,78,94,85,85,73,76,98
Oc1ccc2ccccc2c1CNc1ccc2ccccc2c1,nt,91,nt,80,101,85,94,41,86
O=C1Nc2ccccc2/C1=N\n1c(N/N=C/c2cccc([N+](=O)[O-])c2)n[nH]c1=S,nt,96,90,96,95,103,100,92,119
O=C(OC(c1ccccc1)c1ccccc1)c1ccc([N+](=O)[O-])cc1,96,104,98,102,100,104,91,85,97
O=C(N/N=C\c1ccccc1)c1ccc2nc(-c3ccc(Cl)cc3)[nH]c2c1,78,84,102,96,88,97,98,91,145
CC(=O)Nc1c(Nc2ccccc2)[nH]c(C)nc1=S,96,107,93,100,105,104,102,82,99
O=C1c2ccccc2C(=O)N1CCCBr,83&76,90&111,102&101,105&106,99&99,105&110,94&93,101&102,92&93
Cc1nc2c(C)c(C(=O)Nc3ccc(Cl)cc3)sc2c(=O)[nH]1,88,105,69,101,98,77,67,60,93
O=C1/C(=C/c2ccc3cccc(Cl)c3n2)SC(=S)N1CCc1ccc(O)cc1,59,103,nt,87,94,83,51,40,129
Cc1cc(NS(=O)(=O)c2ccc(N/C=C/C(=O)c3cc4cc(Br)ccc4oc3=O)cc2)no1,168,138,84,101,111,110,105,83,159
O=C(Nc1ccncc1)C(=O)c1cn(S(=O)(=O)c2ccc(Cl)cc2)c2ccccc12,54,25,42,34,35,53,45,42,82
O=C(Nc1csnn1)OCc1ccccc1,118,123,99,103,94,98,101,81,110
Cc1cc(C)n(-c2ccc(C(=O)Nc3sccc3C(N)=O)cc2)n1,69,131,96,106,97,82,78,93,76
O=C1CC(c2ccccc2)CC2=C1C(c1c[nH]c3cccc(F)c13)Cc1c(F)cccc1N2 (configuration not stated),51,88,53,79,75,81,60,65,99
O=C(Cc1ccc(NS(=O)(=O)c2ccccc2)cc1)N1CCN(c2ccc(F)cc2)CC1,88,84,86,92,103,96,96,82,97
Cc1cn2nc(C)sc2n1,120,102,96,102,99,100,99,71,110

Quoted at random: 2 entries already listed.
Molecule,A498,RXF 393,PC-3,SN12C,786-0,ACHN,CAKI-1,UO-31,TK-10
COc1ccc(/C=C2\COc3ccc(O)c(O)c3C2=O)cc1OC,105,nt,12,-68*,-18*,-56*,11,-88*,5.4*
COc1ccc(/C=C\C(=O)c2ccccc2O)cc1,98,99,102,110,87,112,80,83,97

An excerpt of these results, with each value named:
> O=C1/C(=C2\SC(=S)N(Cc3ccccc3)C2=O)SC(=S)N1Cc1ccccc1
  A498: 106
  RXF 393: 107
  PC-3: 97
  SN12C: 102
  786-0: 99
  ACHN: 104
  CAKI-1: 94
  UO-31: 74
  TK-10: 108
> O=C1/C(=C/c2ccc3cccc(Cl)c3n2)SC(=S)N1CCc1ccc(O)cc1
  A498: 59
  RXF 393: 103
  PC-3: nt
  SN12C: 87
  786-0: 94
  ACHN: 83
  CAKI-1: 51
  UO-31: 40
  TK-10: 129
> COc1cc(-c2nnc(/C=C/c3cn(-c4ccccc4)nc3-c3ccc(C)cc3)o2)cc(OC)c1OC
  A498: 94
  RXF 393: 105
  PC-3: 78
  SN12C: 94
  786-0: 85
  ACHN: 85
  CAKI-1: 73
  UO-31: 76
  TK-10: 98
> COc1cc(Cn2c(SCc3ccc(Cl)cc3)nc3ccccc3c2=S)cc(OC)c1OC
  A498: 105
  RXF 393: 87
  PC-3: 76
  SN12C: 84
  786-0: 95
  ACHN: 93
  CAKI-1: 86
  UO-31: 56
  TK-10: 100

Copied from the list.
Value for O=C1Nc2ccccc2/C1=N\n1c(N/N=C/c2cccc([N+](=O)[O-])c2)n[nH]c1=S under ACHN: 103
Value for O=C1c2ccccc2C(=O)N1CCCBr under ACHN: 105&110

Other records follow:
Molecule,A498,RXF 393,PC-3,SN12C,786-0,ACHN,CAKI-1,UO-31,TK-10
O=C(NCn1c(=O)[nH]c2ccccc2c1=O)N1CCOCC1,94,92,96,94,90,101,98,89,104
S=C(SCc1cc(Cl)cc2c1OCOC2)N1CCSCC1,85,102,76,86,98,97,69,64,100
N#C/C(C(=O)Nc1ccc(S(N)(=O)=O)cc1)=C1\C(=O)Nc2ccc(F)cc21,nt,125,96,95,108,99,85,76,102
COc1cc2c(cc1OC)-n1c(cnc1-c1ccccc1)N1NC(=O)CN=C21,91,94,88,98,110,94,88,75,135
CCCCNC(=O)CSc1nc2ccccc2c(=O)n1-c1ccc(S(=O)(=O)Nc2ccc(Cl)nn2)cc1,75,nt,98,105,100,104,92,88,112
COC(=O)c1cccc(C)c1[N+](=O)[O-],90,123,100,110,102,106,121,116,123
O=[N+]([O-])c1cc([N+](=O)[O-])c2ccc(S(=O)(=O)O)cc2c1O,106,108,93,101,106,102,113,79,112
CCCc1cc2cc(-n3nc(C)c4c3CC(C)(C)CC4=O)cc(NC3CCC(O)CC3)c2c(=O)[nH]1 (configuration not stated),64,nt,33,41,26,29,nt,30,41
Fc1cnc2[nH]cc(-c3csc(-c4c[nH]c5ncccc45)n3)c2c1,77,66,72,83,85,55,46,54,100
COC(=O)C1=C(C(=O)ON)[C@@H]2C=C[C@@]1([C@@H](Cc1ccccc1)Nc1ccccc1)O2,nt,91,101,81,101,-96*,86,71,-23*
NC1=Nc2ccccc2C(=O)NN1,103,121,94,105,104,99,101,90,nt
O=C1CCN(c2ccc3ccccc3c2)C(=S)N1,97,107,94,102,101,104,92,87,102
O=C(CCn1c[n+](CC(=O)c2ccccc2)c2ccccc21)Nc1cccc2cccnc12,75,104,93,100,104,105,101,89,91
COc1cccc2c1nc1n2C(c2c(F)cccc2Cl)SC1 (configuration not stated),96,100,56,86,98,95,99,59,103
OCCC#CCCCOC1CCCCO1 (configuration not stated),111,95,95,99,101,106,92,96,107

Other results:
Molecule,A498,RXF 393,PC-3,SN12C,786-0,ACHN,CAKI-1,UO-31,TK-10
COc1ccc(-c2ccc(NC(=O)Nc3ccc(Cl)c(C(F)(F)F)c3)c(C)n2)cc1,58,81,15,57,56,nt,nt,39,66
CN(C)N1C(=O)C2C3C=CC(O3)C2C1=O (configuration not stated),69,121,106,103,108,104,104,109,124
N#CCCN(CCC#N)CC(=O)O,90,115,94,101,104,101,115,90,110
CCN1C(=O)N(CC)C2NC(SC)=NC21 (configuration not stated),90,nt,100,96,102,100,88,90,115
O=[N+]([O-])c1ccc2c(c1)CCN2,99,106,95,98,102,109,110,82,103
O=C1NC(=S)S/C1=C\c1ccc(Cl)cc1,62,110,82,91,86,94,86,70,105
O=[N+]([O-])c1cc([N+](=O)[O-])c2cccnc2c1O,122,99,101,96,110,103,nt,84,114
CC1(C)COC(c2cccc([N+](=O)[O-])c2)OC1,101,98&114,105,104&103,118&104,108&109,106&114,94&103,102&108
CC(C)(C)C1CCN(Cc2ccccc2)CC1,92,109,102,99,101,99,105,88,101
C=C1C[C@@H]2OC(=O)[C@H](C)C2[C@H](O)/C=C(/C)CC[C@H]1O (some centres not stated),111,116,89,106,99,115,103,93,97
CCN(CC)CCNC(=O)c1ccc(-c2nc3ccc4[nH]ncc4c3c3c2CCCC3)cc1,17,36,57,71,51,25,9.1*,40,48
CCCC[N+](C)(C)N,113,117,90,91,93,104,103,105,95
CCOC(=O)c1ccc(C=O)[nH]1,129,128,96,112,102,108,98,98,116
O=S(=O)(c1cccc(NC2=Nc3cccc4cccc2c34)c1)N1CCCC1,75,nt,52,72,83,67,78,68,91
CC1=Nc2ccccc2C1(C)C,85,115,83,90,105,108,100,78,100
Cc1cccc(N2CCN(C(=S)c3ccc4c(c3)OCO4)CC2)c1,12,-15*,20,40,30,43,15,26,37
CCOC(=O)C(=Cc1ccccc1OC)C(=O)OCC,100,95,69,89,117,83,94,86,132

High-throughput results (PubChem)
